RPL19A-GFP yeast: yeast TOR pathway RPL19A-GFP modulation | percent response vs DMSO, % at 10 µM | S. cerevisiae RPL19A-GFP strain, flow cytometry, 3 h; hits give low values | 330,000 tested, 0.3% active;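 active = percent response vs DMSO below 50%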;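 note: median channel GFP fluorescence of the barcoded RPL19A-GFP strain; ratio of sample median GFP to plate DMSO average so 100% = DMSO; lower means less RPL19A-GFP as with rapamycin TOR inhibition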
GRK2 inh: human GRK2 inhibition via aptamer displacement. P25098. bead flow cytometry, FAM-aptamer displacement from GRK2. inhibition of aptamer binding, % at 10 µM. 330,000 tested, 0.59% active. AID 488847;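 active = inhibition of aptamer binding above 40%, roughly 3 SD of noise, on plates passing a quality check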;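 note: median bead fluorescence of bound FAM aptamer so fluorescent compounds give negative values; no value below 0 was filed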
MEP2 TOR yeast: modulators of TOR pathway MEP2-GFP in S. cerevisiae | S. cerevisiae MEP2-GFP strain, flow cytometry GFP, 3 h; 100% = DMSO control level | GFP response vs DMSO, % at 10 µM | 330,000 tested, 0.51% active;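 active = GFP response versus DMSO above a set limit, roughly screen mean plus 3 SD, cut at about 180% in these data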;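 note: median GFP fluorescence of the barcode-gated MEP2-GFP cells per well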
LAP4-GFP MLPCN: yeast TOR pathway LAP4-GFP modulation. S. cerevisiae LAP4-GFP multiplex, flow cytometry GFP, 3 h; median GFP as percent of DMSO wells. GFP response vs DMSO, % at 10 µM. 320,000 tested, 0.34% active. AID 2023;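 active = GFP response vs DMSO above a set limit, about the screen mean plus 3 SD, cut at about 150% in these data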
AGP1 TOR yeast: modulators of TOR pathway AGP1-GFP in S. cerevisiae | S. cerevisiae AGP1-GFP multiplex flow cytometry, 3 h; GFP as percent of DMSO wells | GFP response vs DMSO, % at 10 µM | 320,000 tested, 0.02% active;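 active = GFP response relative to DMSO above a set limit, near screen average plus 3 SD, cut at about 150% in these data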;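 note: median GFP channel fluorescence of the gated AGP1 strain per well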
Yeast superoxide: yeast age-related superoxide inhibition as caloric restriction mimetic. 330,000 tested, 0.18% active. superoxide response (% of plate mean), % at 10 µM. S. cerevisiae aged cells, superoxide DHE fluorescence; hits give low values;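 active = superoxide response under a set limit, about three screen SD below normal, cut at about 65% in these data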;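 note: yeast aged for seven days with compound at 30 °C before DHE staining; 100% = average MFI of all compound-treated wells on the plate with controls excluded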
VLA-4 inh: inhibition in a human VLA-4 binding assay; P13612; VLA-4 expressing cells, ligand binding flow cytometry; inhibition, % (about 7 µM as worked out from the volumes in the protocol); 330,000 tested, 0.2% active; AID 2557; in the data active = inhibition above about 50%
Target sequence (P13612 whole entry, looked up): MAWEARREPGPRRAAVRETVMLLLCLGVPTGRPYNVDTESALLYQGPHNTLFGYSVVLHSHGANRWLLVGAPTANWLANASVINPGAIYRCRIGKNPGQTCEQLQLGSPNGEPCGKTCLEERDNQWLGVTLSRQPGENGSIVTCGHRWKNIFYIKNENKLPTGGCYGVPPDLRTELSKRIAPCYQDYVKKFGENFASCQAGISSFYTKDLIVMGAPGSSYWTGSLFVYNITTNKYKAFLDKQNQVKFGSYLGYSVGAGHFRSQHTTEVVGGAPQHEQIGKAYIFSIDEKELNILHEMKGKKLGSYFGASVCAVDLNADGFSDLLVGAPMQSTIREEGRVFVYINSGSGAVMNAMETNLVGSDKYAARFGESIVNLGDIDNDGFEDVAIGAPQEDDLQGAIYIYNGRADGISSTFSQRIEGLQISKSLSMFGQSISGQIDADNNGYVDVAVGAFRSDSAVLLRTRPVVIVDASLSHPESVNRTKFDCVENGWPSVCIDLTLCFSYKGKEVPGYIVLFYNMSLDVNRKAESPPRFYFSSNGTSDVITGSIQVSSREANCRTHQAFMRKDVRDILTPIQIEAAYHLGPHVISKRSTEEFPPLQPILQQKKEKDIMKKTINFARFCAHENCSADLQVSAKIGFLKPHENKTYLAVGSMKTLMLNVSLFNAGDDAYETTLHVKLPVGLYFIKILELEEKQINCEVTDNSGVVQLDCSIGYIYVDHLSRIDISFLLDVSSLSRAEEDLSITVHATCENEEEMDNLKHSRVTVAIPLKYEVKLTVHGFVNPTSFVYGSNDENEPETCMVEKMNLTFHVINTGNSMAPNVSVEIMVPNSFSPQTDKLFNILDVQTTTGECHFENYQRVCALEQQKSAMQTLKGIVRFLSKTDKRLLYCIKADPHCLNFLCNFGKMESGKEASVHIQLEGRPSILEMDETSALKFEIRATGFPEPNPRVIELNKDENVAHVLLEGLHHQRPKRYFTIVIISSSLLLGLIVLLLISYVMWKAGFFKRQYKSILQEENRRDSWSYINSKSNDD
CIT2 TOR yeast: yeast TOR pathway CIT2-GFP modulation; AID 2029; S. cerevisiae CIT2-GFP strain, flow cytometry, 3 h; 100 means same as DMSO wells; GFP response vs DMSO, % at 10 µM; 320,000 tested, 0.065% active;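 active = GFP response relative to DMSO above a set limit, near the screen mean plus 3 SD, cut at about 150% in these data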;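 note: ratio of well median GFP fluorescence to mean of DMSO wells on the plate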
Numbers without * were called inactive; . = not tested or not shown.

cpd	smiles	RPL19A-GFP yeast	GRK2 inh	MEP2 TOR yeast	LAP4-GFP MLPCN
1	CN(C)S(=O)(=O)c1cccc(NC(=O)COC(=O)c2c[nH]c(=O)[nH]c2=O)c1	101	0	120	113
2	CCC(CC)C1C(C#N)=C(N)Oc2n[nH]c(C)c21 (stereo unspecified)	103	0	99	107
3	CCN(CC)S(=O)(=O)c1ccc(NC(=O)c2c(-c3ccccc3)noc2C)cc1	102	1	105	101
4	O=C1CSc2ccc(C(=O)N3CCN(c4ccccn4)CC3)cc2N1	.	4	94	93
5	COC(=O)C1CCCCN1C(=O)c1cc(COc2cccc3cccnc23)on1 (stereo unspecified)	101	2	102	97
6	CC(=O)c1ccc(NC(=O)CSc2ccc(-c3sc(C)nc3C)nn2)cc1	95	2	111	80
7	O=C(CN1CCCC1)NCc1ccccc1	105	0	98	88
8	O=C1COc2ccc(C(=O)COC(=O)C3CC(O)CN3S(=O)(=O)c3ccc(Cl)cc3)cc2N1 (stereo unspecified)	99	0	106	87
9	Cc1ccc(CC2C(=O)N(c3ccc(C)cc3)C(=O)C2C)cc1 (stereo unspecified)	94	0	95	106
10	Cc1cc(CNC(=O)[C@H](C)[C@@H]2C[C@@]2(C)[C@@H](NC(=O)OCc2ccccc2)c2ccccc2)nn1C	99	2	93	119

cpd	AGP1 TOR yeast	Yeast superoxide	VLA-4 inh	CIT2 TOR yeast
1	106	108	-5	102
2	106	94	1	101
3	108	94	4	102
4	90	117	-8	98
5	100	97	1	102
6	86	69	-3	.
7	104	104	-10	115
8	93	92	-3	96
9	94	106	2	87
10	90	101	1	101

Next part.
cpd	smiles	RPL19A-GFP yeast	GRK2 inh	MEP2 TOR yeast	LAP4-GFP MLPCN
11	O=C(O)CCC(=O)c1ccc2c(c1)OCCO2	98	0	103	96
12	CCOc1cc(C(=O)Nc2cc(=O)n(C)c(=O)n2C)cc(OCC)c1OCC	90	1	89	89
13	CCOC(=O)c1nn(-c2ccccc2Cl)c(=O)cc1OCC(=O)Nc1cccc(OC)c1	97	2	99	97
14	CC(C)(C)c1cc(Cl)ccc1OCCOCCN1CCCC1	97	0	105	86
15	CCN1C(=O)C2(Nc3ccccc3-c3nc4ccccc4n32)c2cc(OC)ccc21 (stereo unspecified)	99	0	121	104
16	O=C1NCC(c2ccccc2)C1C(=O)N/N=C/c1ccc(Cl)s1 (stereo unspecified)	97	0	114	109
17	CSCCC(NS(=O)(=O)c1ccccc1F)C(=O)N1CC=C(c2ccccc2)CC1 (stereo unspecified)	71	0	94	88
18	CC(=O)c1cc(-c2ccccc2)n(CC(=O)N2CCCC2)c1C	106	0	110	95
19	COC(=O)Cn1c(CCS(=O)(=O)c2ccc(C)c(C)c2)nc2ccccc21	96	3	99	99
20	COC(=O)c1[nH]nc(-c2ccccc2)c1-c1ccccc1	102	0	105	111

cpd	AGP1 TOR yeast	Yeast superoxide	VLA-4 inh	CIT2 TOR yeast
11	103	97	6	111
12	93	99	-1	94
13	107	104	7	100
14	94	97	5	98
15	104	103	-5	101
16	101	97	12	99
17	88	105	2	101
18	101	98	2	104
19	88	107	10	90
20	102	114	-5	100

(list continues)
cpd	smiles	RPL19A-GFP yeast	GRK2 inh	MEP2 TOR yeast	LAP4-GFP MLPCN
21	Cc1cnc(C(=O)N2CCN(S(=O)(=O)c3cccc(Br)c3)CC2)cn1	98	2	101	92
22	COc1ccc(Cc2nnc(-c3cccc(C)c3)o2)cc1OC	107	0	111	120
23	C=CCNC(=O)c1c[nH]c2ccc(S(=O)(=O)N(C)c3ccc(OCC)cc3)cc2c1=O	103	0	96	94
24	CCN(CC)CC#CC(O)(c1ccccc1)c1ccccc1	108	0	110	118
25	Cc1ccc(NC(=O)CCc2ccccc2)cc1S(=O)(=O)N1CCOCC1	88	2	109	151*
26	Cc1cc(C)c(NC(=O)CCc2c(C)noc2C)c(C)c1	100	2	104	99
27	COC(=O)/C=C/c1ccccc1S(=O)(=O)N(Cc1ccccc1)Cc1ccco1	97	2	95	130
28	COc1ccc(S(=O)(=O)N2CCOC2CNC(=O)C(=O)NCc2ccccn2)cc1 (stereo unspecified)	107	1	100	93
29	CC(C)C(=O)Nc1csc(C(F)(F)F)c1-c1ccccc1	90	1	97	87
30	O=C(CCN1C(=O)/C(=C\c2ccccc2)SC1=S)NNC(=O)c1ccncc1	104	0	108	102

cpd	AGP1 TOR yeast	Yeast superoxide	VLA-4 inh	CIT2 TOR yeast
21	97	90	10	105
22	110	92	16	104
23	98	115	0	95
24	111	110	10	113
25	111	130	2	88
26	101	91	-11	99
27	87	94	25	87
28	105	91	13	102
29	83	114	-3	92
30	102	89	9	97

More structures follow:
cpd	smiles	RPL19A-GFP yeast	GRK2 inh	MEP2 TOR yeast	LAP4-GFP MLPCN
31	CCN(CC(=O)NCc1cccs1)C(=O)/C=C/c1ccc(OC)c(OC)c1	93	3	98	99
32	Cc1cc(C)cc(NCc2cc(=O)oc3cc(-c4ccccc4)c(O)cc23)c1	107	1	108	94
33	O=C(CSc1nccc(=O)[nH]1)N1N=C2/C(=C/c3ccco3)CCCC2C1c1ccco1 (stereo unspecified)	97	42*	114	110
34	CCn1c(CNc2ccc(F)cc2)nnc1SCC(=O)OC1CCCCC1	96	0	98	98
35	Cc1cccc(-n2c(SCC(=O)Nc3nnc(C)s3)nnc2-c2ccoc2C)c1	105	0	96	99
36	O=C(O)CSC1c2ccccc2C(=O)N1c1ccccc1 (stereo unspecified)	101	4	106	101
37	C=CCN(CC=C)C(=S)NC(=O)c1ccc(-c2ccccc2)cc1	99	3	100	131
38	CCN1CCN(c2ccc(S(=O)(=O)N3CCOCC3)cc2NC(=O)c2cccc([N+](=O)[O-])c2)CC1	104	0	110	113
39	O=C(c1ccccc1)N1CCC(O)(c2ccc3c(c2)OCO3)CC1	94	4	97	94
40	Cc1ccc(NC(=O)NCCCl)cc1S(=O)(=O)N1CCOCC1	99	1	99	106

cpd	AGP1 TOR yeast	Yeast superoxide	VLA-4 inh	CIT2 TOR yeast
31	101	91	0	102
32	105	101	8	104
33	99	104	6	108
34	99	72	-7	103
35	107	103	12	102
36	101	96	28	107
37	94	123	-5	90
38	112	98	-14	105
39	94	110	-4	104
40	111	95	17	113

(further entries)
cpd	smiles	RPL19A-GFP yeast	GRK2 inh	MEP2 TOR yeast	LAP4-GFP MLPCN
41	CCOc1ccc(Cn2cc(F)c(=O)[nH]c2=O)cc1	101	0	103	120
42	CC1=NN(c2ccc(Br)cc2)C(=O)/C1=C/c1ccc(-c2ccccc2C(=O)O)o1	102	0	113	101
43	CN(C)c1ccc(CNC(=O)c2ccc(CNc3c(N4CCCCC4)c(=O)c3=O)cc2)cc1	102	0	102	100
44	O=C(Nc1ccccc1C(=O)NCCCN1CCOCC1)c1ccc(F)cc1F	95	0	113	101
45	O=C(NCc1cccs1)c1noc2c1CCCCC2	104	0	92	105
46	CC(C)(C)c1ccc(C(=O)NNC(=S)NCc2ccco2)cc1	99	1	96	124
47	CCC(=O)Nc1ccc(C(=O)NNC(=O)c2ccc(C)cc2)cc1	100	1	95	114
48	O=S(=O)(c1ccc(Cl)cc1)N1CCN2CCCC2C1 (stereo unspecified)	104	0	105	97
49	COc1ccccc1/C=C/c1nc(S(=O)(=O)c2ccccc2)c(NCCN(C)C)o1	102	0	103	95
50	OC(COC(c1ccccc1)c1ccccc1)CN1CCN(c2ccccn2)CC1 (stereo unspecified)	105	0	104	92

cpd	AGP1 TOR yeast	Yeast superoxide	VLA-4 inh	CIT2 TOR yeast
41	126	85	-3	111
42	102	102	6	103
43	101	96	4	93
44	111	102	-12	135
45	103	88	2	103
46	111	111	-6	110
47	102	103	2	94
48	103	102	10	103
49	99	84	10	95
50	103	85	9	105

The listing continues:
cpd	smiles	RPL19A-GFP yeast	GRK2 inh	MEP2 TOR yeast	LAP4-GFP MLPCN
51	CN(CCOc1ccc(Br)cc1)CC(=O)Nc1cccc(S(=O)(=O)NC2=NCCC2)c1	101	1	107	117
52	COCCCN1Cc2cccc(C(=O)O)c2C1=O	95	1	100	99
53	C[C@@]12CCC3[C@@](CCC4[C@@]3(C)CCC[C@@]4(C)C(=O)N3CCCCC3)(CC1=O)C2 (stereo partly specified)	97	1	83	103
54	CCOc1cc(-c2c(C)c(C)nc(N)c2C#N)ccc1O	101	3	97	87
55	COc1ccc(CN(C)C(=O)c2sccc2-c2ccccc2)c(OC)c1	98	3	123	90
56	COc1ccc(C(=O)c2cc3ccc(O)cc3oc2=O)cc1	98	0	104	93
57	COc1ccccc1N1CCN(C(c2cccs2)C(C)NC(=O)c2cccnc2)CC1 (stereo unspecified)	102	0	106	96
58	Cc1cc(C)c(OCC(=O)Nc2cccc(O)c2)cc1C	89	0	95	91
59	c1ccc(-c2cc3c(ccc4nonc43)nn2)cc1	99	0	98	96
60	Nc1ccc2oc(-c3cccc4ccccc34)nc2c1	92	1	94	116

cpd	AGP1 TOR yeast	Yeast superoxide	VLA-4 inh	CIT2 TOR yeast
51	107	106	7	97
52	94	107	-8	99
53	96	86	2	95
54	90	97	-4	93
55	87	95	1	97
56	105	96	3	105
57	105	115	1	103
58	.	103	8	85
59	95	107	-12	97
60	91	109	-4	102

Further entries
cpd	smiles	RPL19A-GFP yeast	GRK2 inh	MEP2 TOR yeast	LAP4-GFP MLPCN
61	COc1cccc(N(CC(=O)N2CCOCC2)S(C)(=O)=O)c1	88	6	82	71
62	CCS(=O)(=O)NCC(c1cccnc1)N1CCN(c2ccccc2)CC1 (stereo unspecified)	98	0	98	100
63	Cc1cccc(OCCn2c(NC(=O)c3ccco3)nc3ccccc32)c1	101	0	102	113
64	CCS(=O)(=O)c1ccc2oc(Nc3ccccc3C)nc2c1	98	2	101	95
65	COc1ccc(/C=c2\sc3nc(-c4ccccc4)c(-c4ccccc4)n3c2=O)cc1OC	.	4	112	91

cpd	AGP1 TOR yeast	Yeast superoxide	VLA-4 inh	CIT2 TOR yeast
61	142	104	-2	73
62	95	83	-9	105
63	102	108	-9	98
64	98	96	1	106
65	105	98	-15	111

From entry 55 to 65, copied from above:
cpd	smiles	RPL19A-GFP yeast	GRK2 inh	MEP2 TOR yeast	LAP4-GFP MLPCN
55	COc1ccc(CN(C)C(=O)c2sccc2-c2ccccc2)c(OC)c1	98	3	123	90
56	COc1ccc(C(=O)c2cc3ccc(O)cc3oc2=O)cc1	98	0	104	93
57	COc1ccccc1N1CCN(C(c2cccs2)C(C)NC(=O)c2cccnc2)CC1 (stereo unspecified)	102	0	106	96
58	Cc1cc(C)c(OCC(=O)Nc2cccc(O)c2)cc1C	89	0	95	91
59	c1ccc(-c2cc3c(ccc4nonc43)nn2)cc1	99	0	98	96
60	Nc1ccc2oc(-c3cccc4ccccc34)nc2c1	92	1	94	116
61	COc1cccc(N(CC(=O)N2CCOCC2)S(C)(=O)=O)c1	88	6	82	71
62	CCS(=O)(=O)NCC(c1cccnc1)N1CCN(c2ccccc2)CC1 (stereo unspecified)	98	0	98	100
63	Cc1cccc(OCCn2c(NC(=O)c3ccco3)nc3ccccc32)c1	101	0	102	113
64	CCS(=O)(=O)c1ccc2oc(Nc3ccccc3C)nc2c1	98	2	101	95
65	COc1ccc(/C=c2\sc3nc(-c4ccccc4)c(-c4ccccc4)n3c2=O)cc1OC	.	4	112	91

cpd	AGP1 TOR yeast	Yeast superoxide	VLA-4 inh	CIT2 TOR yeast
55	87	95	1	97
56	105	96	3	105
57	105	115	1	103
58	.	103	8	85
59	95	107	-12	97
60	91	109	-4	102
61	142	104	-2	73
62	95	83	-9	105
63	102	108	-9	98
64	98	96	1	106
65	105	98	-15	111

Screening data as filed in PubChem BioAssay.
